Screening results deposited in PubChem BioAssay by several laboratories.
VIM-2 inh = inhibitors of Pseudomonas aeruginosa VIM-2 metallo-beta-lactamase | purified VIM-2, nitrocefin hydrolysis, epi-absorbance fluorescence | inhibition, % at 5.6 µM | 290,000 tested, 0.89% active | AID 1527;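 active = inhibition above the mean of all tested compounds plus 3 SD, cutoff set per screening run, cut at about 7.5% in these data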;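 note: red hydrolysis product quenches plate fluorescence so inhibitors raise well fluorescence; 0% = enzyme with DMSO and 100% = DMSO without enzyme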
NS3 helicase inh = inhibitors of Hepatitis C virus NS3 helicase; inhibition, % at 10.9 µM; 290,000 tested, 0.56% active; NS3 helicase DNA unwinding, Cy5 molecular beacon fluorescence;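 active = inhibition above the mean of all tested compounds plus 3 SD, set per campaign, cut at about 35% in these data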;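 note: 0% = DMSO wells and 100% = thioflavine S control wells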
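Assay system – hepatitis C virus NS3 helicase domain fragment enzyme · Buffer or medium – MOPS pH 6.5, MgCl2, DTT, Tween20, BSA · Reagent – Cy5/quencher beacon DNA duplex and ATP to start · Compound – single 10.9 µM dose · Timing – 1 h at 25 °C · Technique – Cy5 beacon fluorescence read at start and 1 h · Measure – % inhibition of unwinding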
UBC9 SUMO inh = inhibitors of human SUMOylation (UBC9) | P63279 | HTRF SUMOylation assay, SAE1/SAE2 + UBC9, in vitro | inhibition, % at 35 µM | 290,000 tested, 0.36% active; in the data active = inhibition above about 50%, passing the limit was not always enough; note: strong numbers were not always called active
FID counter = counter-screen for HCV NS3 helicase inhibitors: DNA intercalator displacement | DNA fluorescent intercalator displacement, fluorescence | 290,000 tested, 0.17% active | inhibition, % at 7.9 µM | AID 1845; in the data active = inhibition above about 37%;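 note: 0% = vehicle and 100% = reference compound; higher means more ethidium bromide displaced from hairpin DNA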
PHOSPHO1 inh = PHOSPHO1 (human) inhibition; Q8TCT1; inhibition, % at 13.3 µM; 290,000 tested, 1.1% active; AID 1565; recombinant PHOSPHO1, absorbance phosphatase assay; in the data active = inhibition above about 60%
Target sequence (Q8TCT1 whole entry, looked up): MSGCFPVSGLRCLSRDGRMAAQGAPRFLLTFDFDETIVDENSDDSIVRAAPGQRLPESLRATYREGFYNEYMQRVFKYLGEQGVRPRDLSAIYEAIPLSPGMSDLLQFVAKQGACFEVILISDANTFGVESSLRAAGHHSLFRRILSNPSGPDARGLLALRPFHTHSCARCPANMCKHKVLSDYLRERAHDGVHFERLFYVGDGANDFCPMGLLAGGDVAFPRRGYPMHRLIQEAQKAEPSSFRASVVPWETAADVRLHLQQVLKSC
IMP-1 inhibitor = inhibitors of Pseudomonas aeruginosa IMP-1 metallo-beta-lactamase; inhibition, % at 5.6 µM; AID 1556; 290,000 tested, 0.45% active; purified IMP-1, nitrocefin hydrolysis, epi-absorbance fluorescence;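 active = inhibition above the mean plus 3 SD of all compounds in the same screening run, cut at about 4.5% in these data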;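 note: 0% = IMP-1 with DMSO and 100% = DMSO wells lacking enzyme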
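Test system: recombinant IMP-1 enzyme, purified / Medium: HEPES buffer pH 7.1 with ZnSO4 and Brij 35 / Doses: single dose, 5.6 µM / Times: 25 °C, 15 min preincubation, 25 min reaction / Detection: Epi-absorbance via hydrolysed-nitrocefin quenching of white-plate fluorescence, 480/530 nm, EDTA stop / Evaluation: percent inhibition from optical density relative to buffer-blank wells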
pCIP destab = p/CIP protein destabilization; AID 1984; decrease of EGFP signal, % at 10 µM; Q05BA5; F442A p/CIP-EGFP cells, EGFP fluorescence, 16 h; 290,000 tested, 0.01% active;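 active = EGFP signal decrease of at least 30% at 10 µM or well 3 SD below plate mean, unless failing retest; inactive = the rest, including hits failing retest or dose response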; note: some compounds called inactive have numbers as strong as hits; many of its hits are not listed in these tables
IDE cell activ = boosts human insulin-degrading enzyme activity in HEK cells; P14735; FAbeta-B cleavage, fluorescence polarization; 0% vehicle, 100% cell-free pure enzyme wells; activation, % at 5.96 µM; 340,000 tested, 0.073% active;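 active = activation above the mean of all tested compounds plus 3 SD, set per screening campaign, cut at about 17% in these data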
MEKK3 PB1 HTS = raises or lowers MEK5 binding to the human MEKK3 PB1 domain; Q99759; bead-based flow cytometry, Alexa488-MEK5 binding to MEKK3; actives lie on both sides; 0 = blocked by unlabeled MEK5, 100 = vehicle; AID 1529; binding response (% of control), % at 10 µM; 290,000 tested, 1.4% active;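 active = binding response more than 3 SD above or below the average of its plate-row segment, actives on both sides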;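 note: Alexa488 bead fluorescence after subtracting the streptavidin-only scavenger bead signal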
Target sequence (Q99759 whole entry, looked up, the tested form may be a part): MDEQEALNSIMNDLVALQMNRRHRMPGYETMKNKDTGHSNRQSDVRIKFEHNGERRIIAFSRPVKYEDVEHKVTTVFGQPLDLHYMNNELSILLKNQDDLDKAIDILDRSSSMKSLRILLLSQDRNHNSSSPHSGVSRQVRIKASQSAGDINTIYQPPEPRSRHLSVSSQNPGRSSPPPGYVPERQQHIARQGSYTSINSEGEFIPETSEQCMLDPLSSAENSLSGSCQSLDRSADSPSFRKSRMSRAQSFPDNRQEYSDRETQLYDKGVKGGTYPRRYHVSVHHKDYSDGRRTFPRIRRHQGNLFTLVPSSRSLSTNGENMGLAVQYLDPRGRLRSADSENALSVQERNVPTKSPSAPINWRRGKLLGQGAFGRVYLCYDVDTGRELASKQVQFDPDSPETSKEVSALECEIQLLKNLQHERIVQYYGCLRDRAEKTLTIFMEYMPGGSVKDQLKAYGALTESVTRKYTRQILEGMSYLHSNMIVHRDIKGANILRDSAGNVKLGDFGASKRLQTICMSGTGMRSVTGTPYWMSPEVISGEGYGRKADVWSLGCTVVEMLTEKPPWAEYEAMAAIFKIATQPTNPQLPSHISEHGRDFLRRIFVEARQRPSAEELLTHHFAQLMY
The depositor's hits bear a star; nt = not tested or not shown. An excerpt, so the mix of outcomes need not match the whole.

Molecule	FID counter	IMP-1 inhibitor	UBC9 SUMO inh	pCIP destab	PHOSPHO1 inh	MEKK3 PB1 HTS	NS3 helicase inh	VIM-2 inh	IDE cell activ
O=C(Nc1cccc(F)c1)c1ccc(-c2ccccc2Cl)o1	-2.1	-3.7	-27.7	-22.1	-6.1	99.0	-10.3	-2.8	-1.6
COc1ccc(NC(=O)c2cc3c(=O)n4ccccc4nc3n2C)cc1OC	-17.6	-3.0	19.2	-13.1	-5.3	100.0	2.2	-2.0	4.9
Cc1cc(NC(=O)CSc2cn(CC(=O)N(C(C)C)C(C)C)c3ccccc23)no1	-47.4	-1.5	nt	-11.1	46.9	98.0	1.8	-2.6	4.7
Cc1cccc(NC(=S)NCc2ccc(F)cc2)c1C	-9.5	-5.3	-0.2	19.8	nt	101.0	8.3	-4.5	2.4
O=C(Nc1cc(Cl)ccc1Cl)c1cc(-c2ccco2)on1	-3.2	-0.8	19.0	-5.7	14.3	99.0	13.1	-4.1	-3.0
C=CCOCC(O)Cn1c(N2CCCC2)nc2c1c(=O)[nH]c(=O)n2C (stereo not given)	-1.8	-0.9	-10.1	-11.9	nt	98.0	-0.1	-2.8	1.8
O=C(Nc1ccc(Oc2cccc3ccccc23)cc1)c1ccco1	-3.6	-1.6	-27.7	-14.5	-11.5	106.0	-4.5	0.7	5.8
COc1ccc(Nc2ccc(N3C(=O)CCCC3=O)cc2[N+](=O)[O-])c(OC)c1	-1.1	-5.1	-16.3	-1.0	14.0	108.0	14.2	-4.2	10.1
Cc1ccccc1C(=O)N1CCc2cc(-c3csc(NC(=O)CN4CCCC4)n3)ccc21	4.1	-1.3	7.9	-4.8	-23.9	98.0	-81.3	-0.6	3.5
Nc1cc(Nc2ccccc2)c2nonc2c1[N+](=O)[O-]	-4.7	0.1	11.2	-6.5	15.0	102.0	0.8	-2.9	2.0
O=C(O)CC1S/C(=N\N=C2\C(=O)Nc3ccccc32)N(c2ccc(O)cc2)C1=O (stereo not given)	-12.0	-3.2	3.2	-2.3	9.4	95.0	7.0	-1.6	-2.3
CCc1cc(=O)oc2cc(OCC=C(C)C)ccc12	-10.9	-3.7	13.5	-15.2	-2.8	99.0	0.8	-4.0	1.1
Cc1nn(C)cc1NC(=O)Cn1nc(C(F)(F)F)cc1C1CC1	-12.3	-1.3	-11.7	0.6	-0.3	104.0	11.3	0.1	8.0
COC(=O)c1c(N2C(=O)[C@H]3[C@@H](C2=O)[C@]2(C(=O)Nc4c(C)cc(C)cc42)N2CCC[C@@H]32)sc(C)c1C	-45.0	-1.2	-3.5	-0.7	-5.3	103.0	2.7	-3.2	-2.1
CCn1nccc1C(=O)Nc1nccs1	-6.7	0.5	9.6	-9.7	0.1	100.0	11.7	0.7	0.7
O=c1cc(CN2CCN(C/C=C/c3ccccc3)CC2)c2cc(O)ccc2o1	28.8	-1.0	16.0	-12.2	16.7	98.0	-36.8	-0.7	4.1
CN1CCN(/N=C/c2cccc(Cl)c2Cl)CC1	-3.0	-1.3	-18.5	9.9	-28.9	99.0	-0.5	-0.2	5.4
CCOC(=O)CSc1nc2ccccc2c(=O)n1CCCCCC(=O)NCc1ccco1	-26.1	1.7	29.1	30.4	1.7	95.0	-4.3	-0.2	3.6
Cc1cc(/C=N/O)c(C)n1-c1cccc(Cl)c1	-4.4	-1.8	-10.2	-8.4	-25.9	104.0	-4.4	-1.9	1.8
CC(C)Oc1ccccc1C1NC(=O)CCC1[N+](=O)[O-] (stereo not given)	-2.4	-0.8	11.0	-2.0	28.3	101.0	-1.1	-1.6	0.3
O=C1C=C(NCc2ccc(Cl)cc2)CCC1	-9.9	-2.5	11.4	-7.6	-11.1	96.0	25.8	-1.8	-2.7
CC(CCc1ccccc1)NC(=O)COC(=O)c1cccs1 (stereo not given)	-9.6	-2.2	11.6	-4.2	34.2	99.0	-6.5	-2.4	0.5
CCOC(=O)c1c(C)c(C(=O)N2CCN(C(=O)c3ccco3)CC2)c(C)n1C	-10.2	-3.9	13.8	-14.3	25.4	97.0	-5.1	-3.3	-5.8
O=C(Cc1cccs1)Nc1nnc(-c2ccccc2)s1	3.0	-2.9	-0.8	-47.2	-15.7	96.0	-10.8	-6.2	-2.9
COc1cccc(NC(=O)Nc2cccc(C(=O)O)c2)c1	3.6	1.1	14.5	-3.8	22.6	99.0	-18.3	1.4	-0.4

The listing continues:
Molecule	FID counter	IMP-1 inhibitor	UBC9 SUMO inh	pCIP destab	PHOSPHO1 inh	MEKK3 PB1 HTS	NS3 helicase inh	VIM-2 inh	IDE cell activ
CCN(CC)N=Nc1[nH]nc2nc(C)cc(C)c12	-7.7	-1.5	19.4	4.0	68.9*	102.0	0.0	-1.6	-4.0
Cc1nc(=O)c(-c2ccccc2)c(C)n1-c1ccc(O)cc1	0.3	0.4	17.9	-5.5	1.0	106.0	4.2	-2.2	10.1
NS(=O)(=O)c1ccc(NC(=O)C2Cc3ccccc3C(=O)O2)cc1 (stereo not given)	-6.8	-3.7	0.5	5.2	-7.2	113.0	7.1	-2.5	5.2
Cc1[nH]c2ccccc2c1C(=O)CSC(=S)N1CCOCC1	-11.2	-3.6	-15.5	-1.1	37.0	82.0	-21.1	-2.6	5.7
O=C1C2CC=C(Cl)CC2C(=O)N1CCc1c[nH]c2ccccc12 (stereo not given)	-7.7	-0.6	-8.8	9.5	-14.0	100.0	-1.5	0.2	-0.9
CN(Cc1ccccc1)S(=O)(=O)c1ccc(Cl)nc1	-1.8	-2.5	-5.9	-4.3	48.4	95.0	-0.3	-2.1	4.4
Cc1ccc(-c2csc3ncnc(SCC(=O)Nc4nnc(C)s4)c23)cc1	2.9	-2.9	-6.2	-13.6	1.8	96.0	9.3	0.4	1.8
CNc1c(NS(=O)(=O)c2cc(OC)ccc2OC)c(=O)oc2ccccc12	-24.8	0.7	4.6	-7.2	0.1	101.0	30.4	0.0	3.6
Cn1ccnc1SCC(=O)c1c[nH]c2ccccc12	-1.4	-1.1	12.6	-4.2	-45.5	98.0	5.5	-2.2	0.7
CCN(C(=O)CSc1nnnn1C)c1c(N)n(Cc2ccccc2)c(=O)[nH]c1=O	-0.7	-0.1	0.3	-9.0	-3.7	102.0	2.7	-1.9	2.7
Cc1ccccc1N(CC(=O)NC(C)(C)C)C(=O)c1ccc(-c2ccccc2)[nH]1	8.6	-0.4	2.3	-5.4	16.8	119.0	2.6	-1.7	nt
COC(=O)c1nnn(CC(=O)NC(=O)Nc2ccc(F)cc2)c1C(=O)OC	4.4	0.2	-3.7	-0.8	2.3	97.0	11.7	-2.1	1.2
CCCCCC[N+](C)(C)CCSSCC[N+](C)(C)CCCCCC	18.7	-2.8	14.8	-3.4	21.9	87.0	-28.5	-1.5	0.1
Cc1ccc(N2CCCCn3c2nc2c3c(=O)n(CC(=O)O)c(=O)n2C)cc1	-34.6	-1.9	20.6	0.3	-2.2	104.0	0.9	0.2	3.1
O=C(OCCN1CCCC1)C1(c2ccccc2)CCCC1	10.8	0.5	14.3	-4.7	15.2	90.0	-0.4	0.7	1.0
c1cnc2nc(-c3ccc4c(c3)OCO4)cn2c1	0.2	-1.7	32.2	-21.5	39.7	99.0	3.7	-2.3	5.8
Cc1ccc(O)c(CNn2cnnc2)c1	-2.0	-3.2	7.9	-8.1	3.9	93.0	4.1	-2.5	-0.5
CCOC(=O)Cc1c(C)nc2c(C#N)c[nH]n2c1=O	1.0	-4.1	32.5	-4.0	-1.4	102.0	-0.1	0.3	-3.9
Cn1cc(Br)c(-c2cccc(NC(=O)CCCC(=O)O)c2)n1	-3.1	-4.4	-9.1	-12.5	29.0	103.0	11.9	-2.8	-17.1
Cc1cc(C)nc(-n2nc(C)c(Br)c2Nc2ccc(Br)cc2)n1	-20.7	-3.6	12.9	5.8	-11.5	100.0	23.1	-1.6	3.4
Nc1cc(=O)[nH]c(=O)n1-c1ccc(Cl)cc1	-0.8	-2.8	19.0	-11.5	27.3	102.0	-3.8	-1.8	5.9
COc1cc(/C=C2\CCC(C3CCCC3)C2=O)cc(OC)c1OC (stereo not given)	-33.8	-2.4	-3.2	-1.9	37.3	106.0	-7.6	-0.3	4.1
O=C1CCCc2c1cc(-c1ccccc1)n2-c1ccc(O)cc1	-0.5	0.9	7.3	1.2	4.9	99.0	5.5	0.9	3.5
O=C1c2ccccc2C2=Nc3ccccc3SC(c3ccccc3F)C12 (stereo not given)	6.0	-2.8	-11.2	-18.5	17.3	110.0	-16.5	-1.4	10.0
CCCCOC(=O)Nc1nccs1	4.0	-2.9	20.3	-17.5	-22.4	89.0	4.8	-0.2	0.3

The list continues.
Molecule	FID counter	IMP-1 inhibitor	UBC9 SUMO inh	pCIP destab	PHOSPHO1 inh	MEKK3 PB1 HTS	NS3 helicase inh	VIM-2 inh	IDE cell activ
Cc1ccc(C)c(S(=O)(=O)NCc2ccc(C(=O)N3CCCCCC3)cc2)c1	-40.3	-0.8	3.4	-16.6	16.5	101.0	-3.5	-3.4	-3.3
CCCCn1c(SCC(=O)N2CCC(C)CC2)nc2cc(S(N)(=O)=O)ccc21	-27.0	-1.7	7.7	-22.3	12.8	88.0	-3.2	-0.6	2.6
CN(c1ccc(Cl)cc1)S(=O)(=O)c1nnc(NC(=O)c2ccco2)s1	-16.9	-0.6	nt	-15.5	52.6	101.0	15.2	-4.6	2.2
Cc1sc(NC(=S)NC(=O)c2ccccc2)c(C#N)c1C	-3.5	-0.8	nt	nt	nt	92.0	-9.9	-2.4	2.0
